# Source: PubChem BioAssay (National Center for Advancing Translational Sciences (NCATS))
# Pin1 inh = inhibitors of human Pin1; Pin1 FP peptide displacement, HiFluor488, 10 min; 390,000 compounds, 0.009% hits; Q13526; Potency, µM (doses to about 115 µM), inactives show at the top dose activity, negative = inhibition, hits mostly inhibitors; active means well fitted inhibition curve with a large enough effect in the polarisation, with a control signal flat, not every such curve was filed as active; inconclusive means small, poorly fitted or top-dose-only effect, or effect the other way, or a change in a side signal; inactive means no such curve, though single readings can be large or run the other way; the % refers to the polarisation; further: potency means the concentration at half of the fitted maximal effect; on the % scale 0 is the no-effect control and ±100 the full control effect
# Target sequence (Q13526 whole entry, looked up): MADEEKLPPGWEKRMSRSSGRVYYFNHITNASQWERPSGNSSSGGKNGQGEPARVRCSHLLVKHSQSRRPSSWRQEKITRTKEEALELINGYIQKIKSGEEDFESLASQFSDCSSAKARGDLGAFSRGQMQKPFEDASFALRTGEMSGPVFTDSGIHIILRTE
# JMJD2A Tudor inh = blocks the human JMJD2A Tudor domain. O75164. AlphaScreen JMJD2A-Tudor / H3K4me3 peptide binding. Potency, µM (series often up to 114 µM), for the others: at the highest dose activity change, negative = inhibition, most hits filed as inhibitors. 390,000 compounds, 4.4% hits; further: potency means the concentration at half of the fitted maximal effect; on the % scale 0 is the no-effect control and ±100 the full control effect; nearly all actives have a fitted effect of over 50% in size
# BAZ2B inh = blocks human BAZ2B; AlphaScreen BAZ2B-H3K14Ac peptide displacement; Potency, µM (series often up to 114 µM), inactives show top-dose activity change, negative = inhibition, most hits filed as inhibitors; 360,000 compounds, 4.4% hits; further: potency means the concentration at half of the fitted maximal effect; on the % scale 0 is the no-effect control and ±100 the full control effect; nearly all actives have a fitted effect of over 60% in size
#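 AlphaScreen displacement: compounds (up to 110uM) incubated 30 min at room temperature with a preformed 50 nM BAZ2B/50 nM biotinylated H3K14Ac peptide complex in PBS pH 7.4 with Tween-20. Donor and acceptor beads at 10 ug/mL final added, 20 min light-protected before reading.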
# PGK inhibitor = T. brucei PGK inhibition; P07378; PGK/GAPDH coupled, Kinase-Glo luminescence, 60 min; Potency, µM (highest dose often 57.5 µM), without a hit: top-dose activity change, negative = inhibition, usual class: inhibitors; 380,000 compounds, 0.043% hits; AID 602233; further: potency means the concentration at half of the fitted maximal effect; on the % scale 0 is the no-effect control and ±100 the full control effect; nearly all actives have a fitted effect of over 60% in size
#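 Recombinant glycosomal PGK reaction used 1,3-bisphosphoglycerate generated in-well by GAPDH (100nM final) in 100mM TEA pH 7.6, 5mM MgCl2, 0.01% Tween-20. After 60 minutes at room temperature, ATP was read by Kinase-Glo Plus luminescence end-point.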
# GLS inh = inhibitors of human glutaminase (GLS); GLS enzymatic activity, qHTS titration; Potency, µM (series often up to 45.5 µM), inactives show at the top dose activity change, negative = inhibition, actives largely listed as inhibitors; 410,000 compounds, 0.21% hits; further: potency means the concentration at half of the fitted maximal effect; on the % scale 0 is the no-effect control and ±100 the full control effect
#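 Read-out is an Amplex red fluorescence increase coupled through glutamate oxidase and HRP, measured before and after 30 min room-temperature incubation. hKGA is in 45 mM KH2PO4 (pH 8.2) with 0.02% Tween-20; glutamine added as 1mM solution.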
# G9a inh = blocks human histone lysine methyltransferase G9a; AID 504332; Q96KQ7; G9a H3K9 monomethylation, AlphaScreen, 2 h; 350,000 compounds, 8.8% hits; Potency, µM (highest dose often 102 µM), without a hit: at the highest dose activity, negative = inhibition, actives largely listed as inhibitors; further: potency means the concentration at half of the fitted maximal effect; on the % scale 0 is the no-effect control and ±100 the full control effect; nearly all actives have a fitted effect of over 75% in size
# Target sequence (Q96KQ7 913-1193 limits assumed): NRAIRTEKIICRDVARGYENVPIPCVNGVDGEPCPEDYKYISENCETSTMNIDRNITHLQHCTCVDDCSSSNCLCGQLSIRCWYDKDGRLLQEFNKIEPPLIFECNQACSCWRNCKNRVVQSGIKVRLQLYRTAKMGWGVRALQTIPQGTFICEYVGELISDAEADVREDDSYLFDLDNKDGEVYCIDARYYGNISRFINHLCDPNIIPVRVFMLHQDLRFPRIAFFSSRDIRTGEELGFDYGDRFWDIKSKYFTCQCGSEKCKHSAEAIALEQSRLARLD
#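 Methyltransferase reactions run at room temperature for 2 h (20 nM enzyme, 500 nM biotin-H3K9 peptide, 20 uM SAM) after a 15 min compound preincubation; product detected by AlphaScreen beads and anti-H3K9me1 antibody.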
# PI4K2A inh = inhibitors of human PI4K2A; 420,000 compounds, 0.13% hits; purified PI4K2A, ADP-Glo luminescence, 1 h; active compounds read low; Q9BTU6; activity change, negative = inhibition, % at 76.9 µM; AID 1346378; in the data active means activity change below about -50%; inconclusive means mostly about -30% to -49%;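 further: -100% = wells without enzyme as full effect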
#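 Compounds are screened against recombinant PI4K2A using PI as substrate and ATP, the latter dispensed at 300 microM. Reactions run one hour at ambient temperature before ADP-Glo detection; full inhibition defined by wells lacking enzyme.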
# ERG Ets-DNA blk = ERG Ets/DNA interaction inhibition; fluorescence polarization, His-ERG Ets domain / labelled DNA; 370,000 compounds, 0.028% hits; AID 624246; P11308; Potency, µM (titrated, usually from 76.9 µM), without a hit: top-dose FP activity, negative = inhibition, most hits filed as inhibitors; active means well fitted inhibition curve with a large enough effect in the polarisation, with a control signal flat; inconclusive means small, poorly fitted or top-dose-only effect, or effect the other way, or a change in a side signal; inactive means no such curve, though single readings can be large or run the other way; the % refers to the polarisation;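 further: polarization taken with two DNA probes labelled with fluorescein and Texas red; potency means the concentration at half of the fitted maximal effect; % of control where 0% means no effect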
#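 His-tagged ERG Ets domain (1 uM in the protein solution; 300mM KCl, 50mM Tris-HCl, 1mM EDTA, 1mM DTT, pH 7.5) received compound, then a probe mix of 5 nM fluorescein-DNA and 100nM Texas-615-DNA. Fluorescence polarization was read for both dyes.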
# HP1b chromo inh = blocks HP1-beta chromodomain binding to methylated histone tails | P83916 | AlphaScreen HP1-beta / biotin-H3K9me3 peptide binding | Potency, µM (top dose mostly 114 µM), inactives show at the highest dose activity change, negative = inhibition, usual class: inhibitors | 390,000 compounds, 0.56% hits | AID 540317; further: potency means the concentration at half of the fitted maximal effect; nearly all actives have a fitted effect of over 70% in size; inactives centre near 23
# Target sequence (P83916 whole entry, looked up): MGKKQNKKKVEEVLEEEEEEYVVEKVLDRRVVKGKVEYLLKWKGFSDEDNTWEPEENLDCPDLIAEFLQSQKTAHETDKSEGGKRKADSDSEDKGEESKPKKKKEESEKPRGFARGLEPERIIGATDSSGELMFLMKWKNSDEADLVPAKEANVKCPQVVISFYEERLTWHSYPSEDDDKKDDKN
#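 HP1-beta protein (50 nM final) preincubated 30 min at room temperature with biotinylated H3(1-18)K9me3 peptide (50 nM) in PBS pH 7.4, 0.01% Tween-20, then compound added for 30 min. AlphaScreen streptavidin donor/nickel chelate acceptor beads (10 ug/mL final), 30 min dark, luminescence read.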
# * hit, by the source's call; i = inactive; ? = inconclusive; / = not tested or not shown; & = joins results of further samples; [ ] = remark or other dose. Unless noted, the call rests on the fitted dose curve; in most records, active means well fitted curve in the direction sought with a large enough effect; inconclusive means small, poorly fitted or top-dose-only effect, or another doubt; inactive means no such curve, though single readings can be large; an effect the other way counts as inactive or inconclusive.
SMILES,Pin1 inh,JMJD2A Tudor inh,BAZ2B inh,PGK inhibitor,GLS inh,G9a inh,PI4K2A inh,ERG Ets-DNA blk,HP1b chromo inh
CC(C)CC(NC(=O)OC(C)(C)C)c1cn([C@@H](Cc2ccc(O)cc2)C(=O)N2CCN(C(=O)OC(C)(C)C)CC2)nn1 (stereo partly specified),1%,-22%,-27%,-8%,16%,-42%[59 µM],-2,2%,28%
COc1ccc(NC(=O)N2CCCC(c3nc(-c4ccc(OC)cc4)no3)C2)cc1 (stereo unspecified),-1%,-32%,?,-9%,11%,-3%,-1,3%,11%
O=c1c2cccnc2[nH]c(=S)n1CCCN1CCN(c2ccc(F)cc2)CC1,2%,-15%,7%,-8%,-5%,-19%[59 µM],-3,7%,55%[activator]
Cc1cc(C(=O)O)cc(S(=O)(=O)N2CCOCC2)c1C,-4%,-7%,11%,-3%,0%,-20%[59 µM],-3,2%,28%
Cc1ccc(Cn2c(C(=O)Nc3cccc(Cl)c3)cc3sccc32)cc1,13%,-1%,0%,-12%,-13%,?,-3,-2%,56%[activator]
Cc1ccc(-c2cc(C(=O)OCC(=O)NC3CC3)c3ccccc3n2)cc1,3%,0%,11%,-7%,-2%,-7%[2.33 µM],-8,-3%,36%[activator]
COc1ccc(N(CC(=O)NCCc2ccccc2)C(=O)c2csnn2)cc1,-3%,-3%,-10%,13%,0%,3%,0,0%,36%[activator]
O=C(COC(=O)c1cccnc1Cl)NCCCc1ccccc1,0%,-12%,12%,-12%,3%,17%[2.33 µM],-2,4%,28%
CC(C)(C)c1ccc(C(=O)O[C@H]2[C@H](Cc3ccccc3)NS(=O)(=O)[C@H]3C[C@@H]4C=C[C@]23O4)cc1,4%,-27%,0%,-6%,-1%,5%[0.501 µM],-1,0%,40%[activator]
CC(C)Sc1nnc(-c2ccc(S(=O)(=O)N3CCOCC3)cc2)n1C,-6%,-9%,-16%,-4%,-8%,-7%,-4,15%,17%
COc1ccc(CN2CCC(n3nccc3NC(=O)C3CC3)CC2)c(Cl)c1OC,0%,-16%,17%,i,-12%,50%,0,-28%,18%
Cc1ccc(C)c(OCc2cc(C(=O)N3C[C@@H](C)O[C@@H](C)C3)no2)c1,-1%,2%,5%,-5%,7%,/,3,2%,33%
Cc1ccccc1S(=O)(=O)Cc1ccc(C(=O)NCc2cccs2)o1,3%,-13%,10%,-4%,1%,16%,3,-6%,56%[activator]
CCn1nc(NS(=O)(=O)c2ccccc2)c2cc3ccccc3nc21,-8%,?,-9%,-5%,-7%,15%,-1,14%,14%
COc1ccccc1C(=O)N1CCN(c2nc3cc(C)c(C)cc3cc2C#N)CC1,25%,6%,22%,-3%,2%,1%[59 µM],8,-13%,47%
CCOC(=O)c1noc2nc(C)n(CC(=O)Nc3ccc(OC)c(Cl)c3)c(=O)c12,1%,-21%,0%,-2%,4%,-20%[59 µM],-1,4%,27%[57 µM]
COc1cc(O)c(C(CCN2CCCC(C)C2)c2cc(OC)c(OC)c(OC)c2)c(OC)c1 (stereo unspecified),-3%&-3%,-22%&-18%,1%,-1%,30%,11%[12.7 µM],-5,1%,6%&57%
O=C(NCc1ccncc1)NC1CCCCC1,-10%,-12%,0%,1%,0%,17%,8,0%,28%
CC(=O)Nc1ccc(S(=O)(=O)N2CCC(N3CCCC3)CC2)cc1,1%,3.5µM*,?,1%,2%,50µM*,4,-6%,?
Cc1nnsc1C(=O)NC1CCCc2c1cnn2-c1ccc(F)cc1F (stereo unspecified),?,-7%,-9%,0%,-3%,35%[activator],-2,-3%,31%
Cc1ccsc1/C=N/NC(=O)Cc1ccc(Cl)cc1,1%,-8%[11.4 µM],-2%,i,5%,5%[12.7 µM],3,-2%,54%[activator]
COc1ccc(/C=N/NC(=O)CCn2cnc(-c3ccccc3)c2-c2ccccc2)cc1,5%,20µM*,25µM*,7%,4%,?,0,10%,?
Cc1ccc(NC(=O)COC(=O)Cn2nc(C)c([N+](=O)[O-])c2C)c([N+](=O)[O-])c1,-1%,-16%,-32%,8%,4%,-31%[59 µM],0,6%,21%
CSc1ccc(CCNC(=O)c2cnc3c(C)cccn3c2=O)cc1,-3%,0%,-1%,-8%,-1%,5%[59 µM],-2,5%,50%[activator]
COC(=O)c1sc(C(F)(F)F)c(-c2ccccc2)c1S(=O)(=O)N(C)C,0%,1%,0%,-8%,1%,8%,0,6%,38%[activator]
CCN(C[C@H]1N[C@@](C)(C(=O)OC)[C@H]2C(=O)N(C)C(=O)[C@@H]12)C(=O)Nc1ccc(C(F)(F)F)cc1,-2%,-16%,/,5%,-3%,/,2,-7%,21%
O=S(=O)(NC1CCCC1)c1ccc(S(=O)(=O)N2CCN(c3ccccc3)CC2)cc1,5%,-2%,-4%,-9%,/,-11%[12.7 µM],1,-5%,21%
COC(=O)c1ccn(CSc2c(F)c(F)cc(F)c2F)n1,-4%,17%,7%,-6%,1%,7%[12.7 µM],2,-12%,47%[activator]
COc1cccc(NC(=O)c2nc3nc(C)cc(C(F)F)n3n2)c1,-3%,14%,9%,i,-6%,-10%[59 µM],-5,-1%,56%[activator]
COc1ccc(-n2c(O)c(Cc3ccccc3)c(=O)n3nc(-c4ccccc4)c(=O)cc23)cc1,-6%,-10%,-2%,-7%,9%,-15%[59 µM],-8,-8%,12%
Cc1ccc(C)c(Cn2c(=O)c3c(nc4n3CCN4c3ccc(F)cc3)n(C)c2=O)c1,-8%,-6%,-8%,10%,-6%,-42%[59 µM],1,-1%,13%
COc1ccccc1C(=O)NC(CCSC)C(=O)OCC(=O)c1ccc[nH]1 (stereo unspecified),5%,-34%,-8%,-1%,5%,6%[59 µM],0,/,-4%
O=C1CCCC2=C1C(c1ccccc1)n1c(s/c(=C/c3cccc(F)c3)c1=O)=N2 (stereo unspecified),14%,0%,2%,-5%,-6%,10µM*,-7,-6%,13%
Cc1cc(C)cc(Nc2cc(C(=O)NC3CCC(C)CC3)c3ccccc3n2)c1 (stereo unspecified),?,-15%,/,i,4%,5%[59 µM],2,2%,14%
CC(C)Cc1nc2sc3c(c2c(=O)n1N)CC(C)(C)OC3,-4%,-12%,-3%,i,0%,16%[12.7 µM],1,9%,-6%
COc1ccc2nc(NCCCO)[nH]c2c1,0%,-14%,-1%,2%,46%[activator],2%[59 µM],8,-2%,21%
O=C(O)c1ccc(NC(=O)c2ccc3c(c2)C(=O)N(CC2CCCO2)C3=O)cc1 (stereo unspecified),-7%,-12%,4%,-4%,-5%,?,1,-3%,27%
CCN(C[C@H]1N[C@@](CC)(C(=O)OC)[C@H]2C(=O)N(Cc3ccccc3)C(=O)[C@@H]12)C(=O)COC,-5%,-24%,/,-5%,-7%,/,-3,-7%,47%[activator]
CCC(C)(C)NC(=O)c1cc(S(=O)(=O)N2CCc3ccccc32)cn1C,6%,-15%,10%,5%,0%,-11%,0,3%,26%
CSc1ncc(Cl)c(C(=O)Nc2c(C(=O)Nc3cccc(C)c3)oc3ccccc23)n1,-11%,-22%,-2%,i,-6%,-1%[59 µM],1,-1%,11%
CNC(=O)COC(=O)/C=C/c1cn(-c2ccccc2)nc1-c1ccc(C)o1,5%,-2%,-4%,8%,-5%,/,1,6%,19%
Cc1ccccc1NC(=O)Cc1ccccc1,2%,-6%[57.1 µM],-4%,-3%,-4%,-8%[59 µM],-4,4%,46%[activator]
CN(CC(=O)O)Cc1oc(CO)cc(=O)c1O,-2%,?,/,-6%,48%[activator],/,1,-4%,40%[activator]
O=C(N[C@@H](Cc1ccccc1)C(=O)N[C@@H](Cc1ccccc1)C(=O)O)OCc1ccccc1,-10%,-19%,11%,-7%,0%,23%[2.33 µM],-3,-4%,71%[activator]
O=C(NC1CCCC1)c1ccc(COCC(F)(F)F)o1,2%,-8%,8%,-3%,19%,-4%[12.7 µM],0,/,10%
O=C(OCC(=O)N1CCCC1)c1cc(Cl)ccc1Cl,-2%,-9%,10%,6%,-2%,25%,5,5%,4%
Cc1ccc2nc(NCCCO)nc(-c3ccccc3)c2c1,-3%,22%,25%,-3%,11%,34%[activator],-2,2%,131%[activator]
COc1ccc(Nc2cc(C)nc(NCc3ccccc3)n2)cc1,-1%,?,-36%,6%,0%,50µM*,0,12%,-31%
C=CCN(C(=O)Nc1ccc(F)cc1)C1CC(=O)N(c2ccc(OC)cc2)C1=O (stereo unspecified),-3%,-4%,-1%,i,-4%,?,0,-2%,58%[activator]
Cn1cc([N+](=O)[O-])c(C(=O)Nc2ccn(Cc3c(F)c(F)cc(F)c3F)n2)n1,-1%,-4%,-10%,-9%,3%,-41%[59 µM],1,-2%,8%
Cc1cc(Oc2ccccc2)nc(OCC#N)n1,3%,-7%,32%[activator],-7%,1%,-21%[12.7 µM],0,-4%,16%
CCCn1cc(S(=O)(=O)c2cc(C)ccc2C)c(=O)c2cc(F)c(N3CCOCC3)cc21,-1%,-20%,?,-5%,-7%,-21%[59 µM],-10,2%,49%[activator]

# Rows are unselected (roughly 11% active in at least one column).
